NPSR antag: qHTS Assay for Antagonists of the Neuropeptide S Receptor: cAMP Signal Transduction | Q6W5P4 | CHO-NPSR cells, cAMP TR-FRET, antagonist mode | Potency, µM (highest dose often 38.3 µM), for inactives: top-dose activity change, negative = inhibition, hits mostly inhibitors | 220,000 tested, 1% active | AID 1461, 2008; further: potency means the concentration at half of the fitted maximal effect; on the % scale 0 is the no-effect control and ±100 the full control effect; nearly all actives have a fitted effect of over 50% in size; many of its hits are not listed in these tables
Target sequence (Q6W5P4 whole entry, looked up): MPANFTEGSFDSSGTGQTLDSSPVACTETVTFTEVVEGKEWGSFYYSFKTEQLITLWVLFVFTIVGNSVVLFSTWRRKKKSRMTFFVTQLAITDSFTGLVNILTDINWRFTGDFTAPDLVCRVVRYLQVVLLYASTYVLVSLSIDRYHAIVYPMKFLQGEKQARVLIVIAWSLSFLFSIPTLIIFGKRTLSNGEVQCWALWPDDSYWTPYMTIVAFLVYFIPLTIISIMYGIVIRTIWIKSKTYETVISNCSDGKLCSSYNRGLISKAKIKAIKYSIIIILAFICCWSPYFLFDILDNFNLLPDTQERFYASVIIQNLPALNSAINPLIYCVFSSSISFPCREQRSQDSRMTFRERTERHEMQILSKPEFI
KinaseGlo FLuc: Counterscreen for Luciferase (Kinase-Glo TM) Inhibition | AID 1379, 2008 | Kinase-Glo luciferase, ATP luminescence, 8 min | Luciferin 4-monooxygenase (Photuris pensylvanica), Q27757 | Potency, µM (doses to about 38.3 µM), inactives show at the highest dose activity change, negative = inhibition, most hits filed as inhibitors | 200,000 tested, 0.28% active; further: potency means the concentration at half of the fitted maximal effect; on the % scale 0 is the no-effect control and ±100 the full control effect; nearly all actives have a fitted effect of over 60% in size
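Luminescence was the read-out, taken after 8-minute incubation at ambient temperature. Luciferase turned over luciferin with 10 uM ATP in imidazole pH 7.2 buffer containing KCl, MgCl2, Tween 20 and BSA.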
Lamin A splicing: qHTS Assay for Modulators of Lamin A Splicing | 200,000 tested, 0.01% active | Potency, µM (top dose mostly 46.1 µM), without a hit: at the highest dose ratio change, negative = inhibition, usual class: inhibitors | HeLa LMNA splicing GFP/RFP minigene ratio, 48 h; active means well fitted inhibition curve with a large enough effect in the signal ratio, with a control signal flat, not every such curve was filed as active; inconclusive means small, poorly fitted or top-dose-only effect, or effect the other way, or a change in a side signal; the % refers to the signal ratio; further: potency means the concentration at half of the fitted maximal effect; on the % scale 0 is the no-effect control and ±100 the full control effect
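S3 HeLa stable clones carrying a lamin A-EGFP splicing minigene plus DsRed2 were seeded at 600 cells/well in Opti-MEM with 2% FBS, pin-dosed and incubated 48 h at 37°C. Acumen cytometry (488 nm) gave the GFP/RFP total-intensity ratio.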
aGal spleen mod: qHTS Assay for Inhibitors and Activators of Human alpha-Galactosidase From Spleen Homogenate; human spleen homogenate, 4MU-alpha-Gal fluorescence, 40 min; Potency, µM (series often up to 80 µM), without a hit: at the highest dose activity change, negative = inhibition, usual class: inhibitors; 240,000 tested, 0.008% active;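 further: potency means the concentration at half of the fitted maximal effect; 0% = enzyme with vehicle and -100% = no enzyme basal signal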
Target sequence (P06280 32-429 limits assumed): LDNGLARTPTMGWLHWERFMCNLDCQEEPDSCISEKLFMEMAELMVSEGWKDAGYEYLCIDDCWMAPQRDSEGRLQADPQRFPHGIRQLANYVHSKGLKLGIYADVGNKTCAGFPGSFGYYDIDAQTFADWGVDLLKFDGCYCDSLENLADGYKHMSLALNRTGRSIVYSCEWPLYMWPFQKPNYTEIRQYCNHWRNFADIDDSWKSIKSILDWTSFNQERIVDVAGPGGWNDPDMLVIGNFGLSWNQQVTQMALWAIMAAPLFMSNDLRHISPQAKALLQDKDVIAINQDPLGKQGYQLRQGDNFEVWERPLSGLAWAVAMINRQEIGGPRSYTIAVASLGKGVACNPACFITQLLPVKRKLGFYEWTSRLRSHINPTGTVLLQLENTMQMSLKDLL
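Spleen homogenate 1 ug + cpd (titration) + 4-MU-alpha-D-galactopyranoside 1 mM; 37C 40 min; 50 mM citrate/phosphate pH 5.0, 0.01% Tween-20; stop pH 10; fluorescence 365/440; AC50 via Hill.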
CBFb RUNX1 block: qHTS Assay for Compounds Blocking the Interaction Between CBF-beta and RUNX1 for the Treatment of Acute Myeloid Leukemia. AID 1477, 2009. Potency, µM (doses to about 59.8 µM), inactives show top-dose activity, negative = inhibition, hits mostly inhibitors. Runt-related transcription factor 1 (Homo sapiens) + Core-binding factor subunit beta …. 230,000 tested, under 10 active. AlphaScreen CBFb-His/RUNX1-biotin binding, biochemical; further: % of control where 0% means no effect
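Proteins preincubated together for 20 min at RT before compound addition; 15 min later, nickel and streptavidin beads were added and left 90 min prior to AlphaScreen measurement.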
IMPase Li inh: qHTS Assay for Identifying the Cell-Membrane Permeable IMPase Inhibitors: Potentiation with Lithium | CHO-M1 cells, IP1 TR-FRET (IP-One), carbachol + lithium | Potency, µM (series often up to 59.4 µM), inactives show top-dose activity, negative = IMPase inhibition, actives largely listed as inhibitors | 210,000 tested, 0.35% active;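 further: IP1 builds up when IMPase is blocked and the TR-FRET signal falls; potency means the concentration at half of the fitted maximal effect; plate controls were basal vehicle for no effect and high inhibitor control for full effect; nearly all actives have a fitted effect of over 50% in size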
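Steps: plate 2000 CHO-M1 cells per well and culture 16–30 h; add compound and lithium; incubate 30 min, 37C; add d2-IP1 tracer and Eu cryptate anti-IP1 antibody in lysis buffer; read after 10 min at room temperature.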
Epigenetic derep: Quantitative High-Throughput Screen for Regulators of Epigenetic Control; murine LDR cells, GFP reporter derepression, 30 h; AID 1865, 2009; 280,000 tested, 0.2% active; Potency, µM (doses to about 53.9 µM), inactives show at the top dose GFP activation, most hits filed as activators; further: potency means the concentration at half of the fitted maximal effect; % of control where 0% means no effect; nearly all actives have a fitted effect of over 60% in size
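Murine LDR cells bearing a silenced CMV-driven GFP reporter were exposed to compound for 30 h at 37 C. After PBS washes, GFP-positive cells (20-120 um objects) counted by laser-scanning microplate cytometry.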
* = called active by the depositor; ? = inconclusive; . = not tested or not shown; [ ] = dose if it differs, or a comment. Unless noted, the call rests on the fitted dose curve; in most records, active means well fitted curve in the direction sought with a large enough effect; inconclusive means small, poorly fitted or top-dose-only effect, or another doubt; inactive means no such curve, though single readings can be large; an effect the other way counts as inactive or inconclusive. The list is partial; the hit share may differ from the screen's.

Results follow in this order: NPSR antag	KinaseGlo FLuc	Lamin A splicing	aGal spleen mod	CBFb RUNX1 block	IMPase Li inh	Epigenetic derep
1) Cc1nc(-c2cccc(S(=O)(=O)N3CC(C)OC(C)C3)c2)cs1 (configuration not stated)
  -8%[46.1 µM]	10%	?	-4%	4%	0%[38.3 µM]	0.0%
2) O=C(c1ccccc1F)N1CCN(Cc2cccc(Cl)c2)CC1
  -1%[46.1 µM]	-1%	-20%	-4%	2%	-3%	-1.0%
3) CC(=O)Nc1ccc(OCC(O)Cn2nc(C)c(Br)c2C)cc1 (configuration not stated)
  4%[46.1 µM]	1%	?	-3%	2%	-1%	-1.0%
4) COc1cc(C(=S)N2CCC(C(N)=O)CC2)ccc1O
  -9%[46.1 µM]	-1%	16%	-8%	10%	7%[38.3 µM]	0.0%
5) COC(=O)C1=COC(C)C2CN3CCc4c([nH]c5ccccc45)C3CC12 (configuration not stated)
  -24%[46.1 µM]	.	-3%	-1%	-12%	.	1.0%
6) CCNC(=O)Cn1cc(C(F)(F)F)cc(Cl)c1=O
  -12%	.	.	4%	0%	.	3.0%
7) CCCCNC(=S)N/N=C/c1ccc(C)s1
  3%[46.1 µM]	-1%	2%	2%	-3%	11%[38.3 µM]	1.0%
8) CCOc1ccccc1Nc1ccc(C(=O)O)cc1[N+](=O)[O-]
  -33%	.	.	-5%	-4%	4%	-0.4%
9) O=C(CCN1C(=O)c2ccccc2S1(=O)=O)Nc1ccc2c(c1)OCCO2
  -8%[46.1 µM]	-5%	10%	-19%	-2%	-7%[38.3 µM]	0.3%
10) Cc1ccc(S(=O)(=O)/N=S(/C)c2ccccc2)cc1 (configuration not stated)
  2%[46.1 µM]	0%	-1%	-3%	-4%	-16%[38.3 µM]	3.5%
11) CC1(C)CC(=O)C=C(NC2CC(C)(C)NC(C)(C)C2)C1
  1%[46.1 µM]	.	-3%	-2%	3%	.	-5.3%
12) CCOc1ccc(N(CC(=O)Nc2cccnc2)S(C)(=O)=O)cc1
  2%	1%	1%[46 µM]	2%	-1%	11%	2.2%
13) COc1ccccc1CN1CCC2(CC1)CCN(S(=O)(=O)c1ccccc1)CC2
  .	1%	.	12%	.	22%	.
14) Cc1cccc(/N=C/c2c(O)cc(C)oc2=O)n1
  -6%[46.1 µM]	-6%	4%	-2%	3%	13%[38.3 µM]	0.9%
15) O=S(=O)(Nc1ccc(-n2cccc2)cc1)c1ccc(Cl)cc1Cl
  2%[46.1 µM]	3%	?	-5%	-27%	24%[38.3 µM]	-0.4%
16) Cc1ccc(C(=O)N(CN2CCCC2=O)c2ccccc2)cc1C
  -2%[46.1 µM]	-1%	0%	-6%	5%	1%[38.3 µM]	-1.1%
17) CCOP(=O)(OCC)C(NC(=O)Nc1ccccc1)C(N)=O (configuration not stated)
  15%	1%	-7%	6%	0%	-3%	1.0%
18) COc1cccc(-n2c(SCC(=O)NCc3cccs3)nc3ccccc3c2=O)c1
  -22%	4%	7%	2%	-3%	0%	-4.1%
19) Cc1nc(-c2ccc(S(=O)(=O)N3CCN(C(c4ccccc4)c4ccccc4)CC3)s2)cs1
  -3%	.	.	7%	-4%	.	-1.7%
20) Cc1cc(NC(=O)c2cc(C)on2)n(-c2ccccc2)n1
  12%	-6%	-5%	2%	?	-12%	-4.8%
21) Cc1ccc(S(=O)(=O)N/N=C/c2cc(Br)ccc2O)cc1
  -3%	.	.	10%	-6%	.	-1.4%
22) CC(C)c1nccn1CCC(=O)O
  2%[46.1 µM]	0%	23%	6%	0%	-4%[38.3 µM]	2.8%
23) O=C(Nc1ccc(Cl)cc1C(=O)NCc1cccnc1)c1ccco1
  -7%[46.1 µM]	-1%	-5%	0%	9%	-1%	0.0%
24) CC(=O)Nc1ccc(-c2csc(NC=C3C(=O)OC(C)(C)OC3=O)n2)cc1
  50%	0%	-11%[9.22 µM]	-6%	-4%	4%	-1.3%
25) Cc1ccc(Nc2ncccc2C(=O)NCc2cccs2)c(C)c1
  ?	-3%	12%	-4%	-6%	7%[38.3 µM]	-2.0%
26) CC(C)NC(=O)c1ccc(CS(=O)(=O)c2ccc(Br)cc2)o1
  4%[46.1 µM]	-1%	-5%	11%	-3%	13%[38.3 µM]	0.8%
27) O=C(CNC(=O)C1CCCCC1)Nc1cc(Cl)cc(Cl)c1
  -7%[46.1 µM]	1%	-7%	-2%	-2%	1%	1.2%
28) COc1ccc(/C=C(/NC(=O)c2ccc([N+](=O)[O-])cc2)C(=O)NCCCN(C)C)cc1
  4%	0%	-19%[46 µM]	-12%	-8%	9%	-1.5%
29) C=CCc1cccc(/C=N/NC(=O)CNc2cccc3ccccc23)c1O
  -19%	1%	?	11%	3%	17%	-3.2%
30) COCCN1Cc2cccc(C(=O)NCc3cccs3)c2C1=O
  8%	.	.	5%	1%	-2%	-1.3%

(31) O=C(O)C1CCCCC1C(=O)Nc1ccccn1 (configuration not stated)
(32) CCN(CC(=O)Nc1ccc2c(c1)OCCO2)C(=O)CC1CCCC1
(33) O=C(NCc1ccco1)C(=O)NCC1OCCN1S(=O)(=O)c1ccc(F)cc1 (configuration not stated)
(34) COc1ccc(NC(=S)Nc2ccc3cn[nH]c3c2)cc1
(35) CC(=O)N1CCCN(Cc2cn(-c3ccc(C)cc3)nc2-c2ccc(F)cc2)CC1
(36) CC1(C)SC2c3ccccc3C(=O)N2[C@@H]1C(=O)NCCCN1CCOCC1 (some centres not stated)

screen / no. | 31 | 32 | 33 | 34 | 35 | 36
NPSR antag | -24%[46.1 µM] | -8%[46.1 µM] | 4% | 3% | 7% | -2%[46.1 µM]
KinaseGlo FLuc | -7% | -3% | -1% | -3% | -1% | -4%
Lamin A splicing | -3% | -7% | 10% | . | 12%[46 µM] | 8%
aGal spleen mod | 4% | -2% | -5% | -4% | 1% | 4%
CBFb RUNX1 block | 2% | 4% | 8%[2.36 µM] | -5% | 2% | 5%
IMPase Li inh | 2%[38.3 µM] | 14%[38.3 µM] | 3% | 4% | 0% | 34%[38.3 µM]
Epigenetic derep | 1.0% | -2.0% | 0.5% | -0.1% | 1.1% | 2.9%

(37) CSc1nc(-c2ccccc2)nn1C(=O)c1ccc(Cl)cc1
(38) CCOc1ccc(/C(O)=C2/C(=O)C(=O)N(CCOCCO)C2c2ccccc2)cc1 (configuration not stated)
(39) CC1(C)CC(=O)C2=C(C1)NC(=O)NC2c1ccccc1 (configuration not stated)
(40) O=C(NC1(C(F)(F)F)NC(=O)N(C2CCCCC2)C1=O)c1cccs1 (configuration not stated)
(41) Cc1ccc2c(c1)CCCN2C(=O)NC1CCCCC1
(42) Cc1ccnc(SCC(=O)N2CCCc3ccccc32)n1

screen / no. | 37 | 38 | 39 | 40 | 41 | 42
NPSR antag | 6%[46.1 µM] | 27%[46.1 µM] | 6% | -17%[46.1 µM] | 21% | 0%
KinaseGlo FLuc | -7% | -4% | 0% | 0% | -5% | 0%
Lamin A splicing | -14% | 9% | -4%[46 µM] | -7% | 12%[46 µM] | 6%[46 µM]
aGal spleen mod | -4% | -4% | -6% | 4% | -14% | 4%
CBFb RUNX1 block | 3% | -3% | -1% | -1% | 8% | -3%
IMPase Li inh | -11%[38.3 µM] | 11µM* | 12% | 14%[38.3 µM] | 9% | 5%
Epigenetic derep | -1.3% | -0.2% | 2.6% | -4.8% | 0.1% | -0.6%

(43) Cc1onc(-c2c(Cl)cccc2Cl)c1C(=O)Nn1cnnc1
(44) COc1ccc(Cl)cc1NC(=S)N1CCN(c2ccccn2)CC1
(45) COc1cc(-n2nc(C)c3c2OC(N)=C(C#N)C3c2ccccc2)c(Cl)c(Br)c1O (configuration not stated)
(46) CCCCCn1c(CN2CC(C)OC(C)C2)nc2c1c(=O)n(C)c(=O)n2C (configuration not stated)
(47) CC(C)Nc1c(N)c(=O)oc2ccccc12
(48) CCn1c(SCC(=O)N/N=C/c2c[nH]c3ccccc23)nnc1-c1ccc(C)cc1
(49) O=C(O)CCCNC(=O)CCCNC(=O)C(c1ccccc1)c1ccccc1

screen / no. | 43 | 44 | 45 | 46 | 47 | 48 | 49
NPSR antag | -12%[46.1 µM] | -20%[46.1 µM] | -15%[46.1 µM] | -8%[46.1 µM] | -18%[7.67 µM] | 1% | 12%
KinaseGlo FLuc | 17% | . | 1% | 2% | 12% | -5% | -1%
Lamin A splicing | -3% | -21% | -4% | -1% | -2% | . | -2%
aGal spleen mod | -1% | -14% | -1% | 4% | 2% | -2% | -11%
CBFb RUNX1 block | 8% | -4% | -24% | 3% | 0% | -5% | 4%
IMPase Li inh | -7%[38.3 µM] | . | 35%[activator][38.3 µM] | 12%[38.3 µM] | -13%[38.3 µM] | 5% | -6%
Epigenetic derep | 0.7% | -1.0% | 0.0% | 1.3% | 14% | 1.4% | -3.2%

Gathered by group: the compounds so far containing a thiophene ring, fused or not
(7) CCCCNC(=S)N/N=C/c1ccc(C)s1
(18) COc1cccc(-n2c(SCC(=O)NCc3cccs3)nc3ccccc3c2=O)c1
(19) Cc1nc(-c2ccc(S(=O)(=O)N3CCN(C(c4ccccc4)c4ccccc4)CC3)s2)cs1
(25) Cc1ccc(Nc2ncccc2C(=O)NCc2cccs2)c(C)c1
(30) COCCN1Cc2cccc(C(=O)NCc3cccs3)c2C1=O
(40) O=C(NC1(C(F)(F)F)NC(=O)N(C2CCCCC2)C1=O)c1cccs1 (configuration not stated)

screen / no. | 7 | 18 | 19 | 25 | 30 | 40
NPSR antag | 3%[46.1 µM] | -22% | -3% | ? | 8% | -17%[46.1 µM]
KinaseGlo FLuc | -1% | 4% | . | -3% | . | 0%
Lamin A splicing | 2% | 7% | . | 12% | . | -7%
aGal spleen mod | 2% | 2% | 7% | -4% | 5% | 4%
CBFb RUNX1 block | -3% | -3% | -4% | -6% | 1% | -1%
IMPase Li inh | 11%[38.3 µM] | 0% | . | 7%[38.3 µM] | -2% | 14%[38.3 µM]
Epigenetic derep | 1.0% | -4.1% | -1.7% | -2.0% | -1.3% | -4.8%

Values in list order from the list.
NPSR antag for nos. 43–49, in order: -12%[46.1 µM], -20%[46.1 µM], -15%[46.1 µM], -8%[46.1 µM], -18%[7.67 µM], 1%, 12%
CBFb RUNX1 block for nos. 43–49, in order: 8%, -4%, -24%, 3%, 0%, -5%, 4%
KinaseGlo FLuc for nos. 43–49, in order: 17%, ., 1%, 2%, 12%, -5%, -1%

From PubChem
